MRP reversal = reversal of MRP1-mediated doxorubicin resistance, primary screen, H69AR cells, doxorubicin co-treatment; differential viability (reversal), % at 10 µM; 85,000 tested, 0.04% active; H69AR cells + 2 uM doxorubicin, CellTiter-Glo, 72 h;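 active means viability drop by adding the cancer drug above about 55%, with treated viability meeting a 40% cutoff, limit read from the data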;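 further: viability without doxorubicin minus viability with 2 µM doxorubicin for each compound; larger differential means the compound sensitizes cells more to doxorubicin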
NFkB transloc inh = inhibitors of IL-1B driven NFkB p65 nuclear import, primary screen, imaging, HUVEC, IL-1B stimulus, high-content imaging | HUVEC IL-1B NFkB p65 nuclear translocation imaging | inhibition, % at 2 µM | 94,000 tested, 0.43% active | AID 796, 2007;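 active means inhibition above about 30% together with a positive call from visual inspection of the well image, limit read from the data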;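 further: nuclear over cytoplasmic p65 intensity ratio measured by imaging; 0% = IL-1B stimulated DMSO wells and 100% = unstimulated DMSO wells; values of inactives mirror those of a sister screen read the other way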
PLAP inhibition = PLAP enzyme inhibitors, biochemical, luminescence, HTS (AID 690). purified PLAP, luminescent substrate; higher % means a stronger effect. inhibition, % at 20 µM, or IC50 in µM where a hit was titrated. 96,000 tested, 0.08% active; in the data active means a potency from the dose series; inactive means the rest, 99 in 100 with inhibition below about 30%; further: strong numbers were not always called active
IL1B NFkB pot = enhancers of NFkB p65 translocation in HUVEC – imaging, IL-1B stimulus, high-content imaging, primary screen; 94,000 tested, 0.3% active; activation, % at 2 µM; HUVEC IL-1B NFkB p65 nuclear translocation imaging;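 active means activation above 40%, about the mean plus 3 SD, also judged a hit on visual image review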;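 further: percent activation is computed from the nuclear over cytoplasmic p65 intensity ratio; values of inactives mirror those of a sister screen read the other way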
Bcl-B TR3 displacers = displacers of TR3 peptide from Bcl-B, primary screen, selectivity assay for Bfl-1 inhibitor project, biochemical, fluorescence polarization | Bcl-2-like protein 10 (Homo sapiens) | FP displacement of FITC-TR3 peptide from Bcl-B; higher % means a stronger effect | one-dose displacement, % at 20 µM; IC50 in µM for titrated hits | 96,000 tested, 0.11% active | AID 748, 2007;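 active means displacement above 50% at 20 µM plus a fluorescence interference ratio under 1.5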;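 further: plate controls were wells without compound for no effect and wells lacking Bcl-B protein for full effect; a part of the inactive calls stands beside numbers as strong as those of hits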
MRP reversal cytotoxicity = second read-out of MRP reversal, no call of its own (marks repeat the call); viability, %; H69AR cells, CellTiter-Glo, 72 h; measured here: cytotoxicity without doxorubicin
MRP reversal with doxorubicin = second read-out of MRP reversal, no call of its own (marks repeat the call); viability, %; measured here: viability with 2 uM doxorubicin; hits give low values
NFkB transloc inh cell count 2 µM = recorded beside NFkB transloc inh, whose call it bears; cell count; measured here: cells passing quality filter;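 raw number of nuclei counted in each imaged well without normalization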
IL1B NFkB pot cell count 2 µM = second read-out of IL1B NFkB pot, no call of its own (marks repeat the call); cell count; measured here: cells passing quality filter
The depositor's hits bear a star; / = not tested or not shown. This is a subset (hit frequency here may not be typical).

SMILES	MRP reversal	MRP reversal cytotoxicity	MRP reversal with doxorubicin	NFkB transloc inh	NFkB transloc inh cell count 2 µM	PLAP inhibition	IL1B NFkB pot	IL1B NFkB pot cell count 2 µM	Bcl-B TR3 displacers
CCCOc1ccc(-c2cnc(N)s2)cc1	/	/	/	-17	129	22%	17	129	-7%
CCCCn1c(SCC(=O)Nc2sc3c(c2C(N)=O)CCC3)nnc1-c1ccccc1	-25	25	49	13	200	/	-13	200	/
CC12CCC(C(=O)Nc3cccc4ccccc34)(C1Br)C2(C)C (configuration not stated)	/	/	/	-2	145	9%	2	145	7%
COc1ccc(N2C(=O)CC(N3CCN(c4ccc(S(C)(=O)=O)cc4)CC3)C2=O)cc1 (configuration not stated)	3	82	78	5	58	2%	-5	58	10%
O=C(NCc1ccco1)c1cc2nc(-c3cccs3)cc(C(F)(F)F)n2n1	-8	59	68	-14	215	-20%	14	215	18%
CC(C)CCOc1ccc(C(=O)C[N+]2(C)CCOCC2)cc1	17	103	86	4	102	17%	-4	102	-4%
CCOC(=O)c1c(-c2ccc(C)o2)csc1NC(=O)CSc1nnc(C)s1	7	84	76	5	131	-50%	-5	131	-92%
COc1ccc(/C=C2\C(=O)NCC(=O)N2Cc2ccccc2)cc1	/	/	/	3	140	-16%	-3	140	7%
O=C(N1CCOCC1)N(Cc1cccs1)C1CCCC1	-6	91	97	-10	48	4%	10	48	8%
CC(C)(C)C(=O)NCC12C=CC(O1)C1C(=O)N(c3ccccc3)C(=O)C12 (configuration not stated)	-2	101	103	-7	107	/	7	107	/
Cc1c(C(N)=O)sc2nc(-c3ccccc3)cn12	11	95	84	-11	112	-1%	11	112	-8%
CC(=O)Nc1ccc(NC(=O)CN(c2ccc(F)cc2)S(=O)(=O)c2ccc3c(c2)OCCO3)cc1	3	82	79	-23	176	12%	23	176	0%

Two records drawn at random from the list so far:
SMILES	MRP reversal	MRP reversal cytotoxicity	MRP reversal with doxorubicin	NFkB transloc inh	NFkB transloc inh cell count 2 µM	PLAP inhibition	IL1B NFkB pot	IL1B NFkB pot cell count 2 µM	Bcl-B TR3 displacers
COc1ccc(/C=C2\C(=O)NCC(=O)N2Cc2ccccc2)cc1	/	/	/	3	140	-16%	-3	140	7%
CC(C)CCOc1ccc(C(=O)C[N+]2(C)CCOCC2)cc1	17	103	86	4	102	17%	-4	102	-4%

More compounds:
SMILES	MRP reversal	MRP reversal cytotoxicity	MRP reversal with doxorubicin	NFkB transloc inh	NFkB transloc inh cell count 2 µM	PLAP inhibition	IL1B NFkB pot	IL1B NFkB pot cell count 2 µM	Bcl-B TR3 displacers
COc1ccc(CNS(=O)(=O)c2ccc(C3CNC(=O)C3)cc2)cc1 (configuration not stated)	7	97	90	5	82	22%	-5	82	-6%
NC(=O)CSc1nnnn1-c1ccc(OC(F)(F)F)cc1	8	93	85	-8	97	-4%	8	97	-4%
COc1ccccc1-c1cc(C(F)(F)F)nc(S(=O)(=O)CCCC(=O)N2CCOCC2)n1	0	0	1	0	129	-19%	0	129	-4%
O=C(NCc1cccs1)c1ccccc1F	/	/	/	4	137	/	-4	137	/
Cc1ccc(/C=N\NC(=O)c2cc(OCC(F)(F)F)ccc2OCC(F)(F)F)cc1	/	/	/	/	/	2%	/	/	1%
COc1cccc(/C=N/NC(=O)C(=O)N2CCCC2)c1	/	/	/	4	139	/	-4	139	/
CC(C)OC(=O)CSc1nc2c(c(C3CC=CCC3)c1C#N)CCC2 (configuration not stated)	-5	66	71	-9	168	-36%	9	168	3%
N/C(CCN1CCCCC1)=N/O	5	99	94	-2	137	-21%	2	137	-7%
O=S(=O)(N/N=C\c1cccn1-c1ccccc1)c1ccc2ccccc2c1	/	/	/	-11	147	-12%	11	147	-5%
COCCCNC(=O)CCCOc1ccccc1	10	102	93	/	/	-9%	/	/	2%
COc1ncnc2c1N=C1CC(C)(C)CC(N)=C1S2	/	/	/	6	208	1%	-6	208	57%
COc1ccc(C(=O)NCc2cccnc2)cc1	-1	94	95	-5	91	/	5	91	/
COc1ccc(Nc2nc(-c3cccs3)cs2)c(OC)c1	-9	80	89	4	159	-8%	-4	159	-5%
CCn1ncc(C2=NOC(C(=O)Nc3ccccc3C(=O)OC)C2)c1C (configuration not stated)	/	/	/	/	/	-47%	/	/	-1%
CCCCN(CCCC)CC1OCc2ccccc2CO1	/	/	/	-10	133	-27%	10	133	12%
CCCCCCNC(=O)CC(NS(=O)(=O)c1ccc(NC(C)=O)cc1)C(C)C (configuration not stated)	14	100	87	-10	223	8%	10	223	-14%
CCOc1ccc(-c2nnn(CC(=O)NCc3cccs3)n2)cc1	-13	61	74	10	112	14%	-10	112	-10%
COc1ccc(N/N=C(/N=Nc2nc(C)cc(=O)[nH]2)c2ccccc2)cc1	-8	27	35	-3	175	-33%	3	175	3%
CCOC(=O)CSC1=C(C#N)C(c2ccco2)C(C(=O)OCc2ccccc2)=C(C)N1 (configuration not stated)	-36	22	58	11	113	-24%	-11	113	-8%
CC(=O)Nc1nonc1-c1ccccc1	13	101	89	-28	222	3%	28	222	4%
CC1CCc2c(sc3nc(CN4CCOCC4)nc(NS(=O)(=O)c4cccc([N+](=O)[O-])c4)c23)C1 (configuration not stated)	/	/	/	5	156	-114%	-5	156	22%
C=CCn1c(-c2cc(Cl)ccc2OC)n[nH]c1=S	13	96	83	-13	185	-74%	13	185	5%
CCOc1ccc(-n2c(=S)sc3c(=O)[nH]c(SCC(=O)N4CCC(C)CC4)nc32)cc1	-4	84	88	13	183	-44%	-13	183	6%
CCOc1cc(S(=O)(=O)Nc2ccc(Cl)cn2)ccc1Cl	10	98	89	-3	164	/	3	164	/
N#Cc1c(-c2ccccc2)ccnc1Oc1ccccc1	/	/	/	3	162	3%	-3	162	-5%
CCOC(=O)C1C(=O)NC(N2CCN(CC)CC2)=NC1c1ccccc1 (configuration not stated)	/	/	/	3	106	17%	-3	106	-3%
O=C(CCCC(=O)OCC(=O)c1ccc(Cl)cc1Cl)Nc1cc(C(F)(F)F)ccc1Cl	/	/	/	-2	160	5%	2	160	-7%
CCOc1cc(C(=O)Nc2ccc3c(c2)OCO3)ccc1OC(F)F	6	83	77	10	131	14%	-10	131	-1%
COCCn1c(=S)[nH]c2cc(C(=O)N3CCC(C(N)=O)(N4CCCCC4)CC3)ccc2c1=O	4	93	89	-15	84	-27%	15	84	18%
CCc1nnc(NC(=O)c2cccc(S(=O)(=O)N3CCN(c4ccccc4)CC3)c2)s1	18	99	81	0	132	-47%	0	132	-3%
CC(C)(C)Nc1nc(NN)nc(NC(C)(C)C)n1	/	/	/	-10	108	-12%	10	108	-15%
COc1ccc(S(=O)(=O)CCC(=O)N2c3ccccc3CC2C)cc1 (configuration not stated)	18	84	66	/	/	3%	/	/	0%
COc1ccc2c(c1)C1CC(C)(NC(=O)C1C(=O)c1ccccc1)O2 (configuration not stated)	12	92	79	5	170	19%	-5	170	-5%
Cc1cnc(NC(=O)CSc2nnc(-c3ccncc3)n2C2CCCCC2)s1	11	95	83	8	91	-33%	-8	91	4%
CCOC(=O)c1c2n(c3ccc(O)cc13)CCCCC2	-1	77	78	11	92	-5%	-11	92	3%
Cc1ccc(-c2csc(NC(=O)CSc3nc(C)cc(=O)[nH]3)n2)cc1	-5	86	91	-21	183	-63%	21	183	-3%
COc1ccc(C2C(=O)N(C3CCCCC3)CC(=O)N2Cc2ccc3c(c2)OCO3)cc1 (configuration not stated)	/	/	/	4	95	-4%	-4	95	14%
CC(C)CCn1cnc2c(cnn2-c2ccc(Cl)cc2)c1=O	3	90	87	-6	120	8%	6	120	-4%
Cc1ccc(S(=O)(=O)NCC(=O)N(CC(=O)NCc2ccco2)Cc2ccc3c(c2)OCO3)cc1	28	97	70	6	174	6%	-6	174	2%
COCCn1c(C(C)C)nc2sc3ccccc3c(=O)c2c1=O	/	/	/	0	144	-9%	0	144	-7%
CCSc1nnc(-c2ccc(Cl)cc2)c2ccccc12	/	/	/	-8	119	9%	8	119	-12%
O=C(OCc1nnc(-c2ccccc2)o1)c1ccc(S(=O)(=O)NCc2ccco2)cc1	16	90	74	-4	131	-32%	4	131	-8%
COCCn1c(SCC(=O)Nc2sc(C)c(C)c2C#N)nnc1C(C)C	8	92	84	-11	145	-38%	11	145	-3%
N#CCSc1nc2c(cc1C#N)CCCCCC2	-1	89	89	5	145	12%	-5	145	3%
Cc1cc(C)n2c(Nc3ccc4c(c3)OCCO4)c(-c3ccco3)nc2n1	/	/	/	6	167	-56%	-6	167	-16%
Cc1ccc(-c2csc(Cc3nc(-c4cc5ccccc5oc4=O)cs3)n2)cc1	/	/	/	-12	153	3%	12	153	-23%
CCOc1ccc(N(CC(=O)NCC2CCCO2)C(=O)CCC(=O)Nc2ccccn2)cc1 (configuration not stated)	10	86	76	2	105	/	-2	105	/
O=C(c1cccc(S(=O)(=O)N2CCCC2)c1)N1CCN(c2ccccc2F)CC1	-32	42	74	-7	107	-51%	7	107	11%
C=CCSc1nc(N(CC)CC)c2sccc2n1	/	/	/	16	116	13%	-16	116	2%
Cc1cc(S(=O)(=O)N(Cc2ccccn2)Cc2ccco2)ccc1-n1cnnn1	7	87	79	/	/	-54%	/	/	6%

Entries from the list above that have a thiophene ring, fused or not, in the order listed:
SMILES	MRP reversal	MRP reversal cytotoxicity	MRP reversal with doxorubicin	NFkB transloc inh	NFkB transloc inh cell count 2 µM	PLAP inhibition	IL1B NFkB pot	IL1B NFkB pot cell count 2 µM	Bcl-B TR3 displacers
CCCCn1c(SCC(=O)Nc2sc3c(c2C(N)=O)CCC3)nnc1-c1ccccc1	-25	25	49	13	200	/	-13	200	/
O=C(NCc1ccco1)c1cc2nc(-c3cccs3)cc(C(F)(F)F)n2n1	-8	59	68	-14	215	-20%	14	215	18%
CCOC(=O)c1c(-c2ccc(C)o2)csc1NC(=O)CSc1nnc(C)s1	7	84	76	5	131	-50%	-5	131	-92%
O=C(N1CCOCC1)N(Cc1cccs1)C1CCCC1	-6	91	97	-10	48	4%	10	48	8%
O=C(NCc1cccs1)c1ccccc1F	/	/	/	4	137	/	-4	137	/
COc1ccc(Nc2nc(-c3cccs3)cs2)c(OC)c1	-9	80	89	4	159	-8%	-4	159	-5%
CCOc1ccc(-c2nnn(CC(=O)NCc3cccs3)n2)cc1	-13	61	74	10	112	14%	-10	112	-10%
CC1CCc2c(sc3nc(CN4CCOCC4)nc(NS(=O)(=O)c4cccc([N+](=O)[O-])c4)c23)C1 (configuration not stated)	/	/	/	5	156	-114%	-5	156	22%
COCCn1c(SCC(=O)Nc2sc(C)c(C)c2C#N)nnc1C(C)C	8	92	84	-11	145	-38%	11	145	-3%
C=CCSc1nc(N(CC)CC)c2sccc2n1	/	/	/	16	116	13%	-16	116	2%
